Bioassay records: PubChem BioAssay, several laboratories
TLR9-MyD88 inh = blocks human TLR9 binding to MyD88; inhibition, % at 4.98 µM; AID 504734; CHO BLA complementation TLR9-MyD88, CCF4 FRET ratio; Q9NR96+Q99836; hit rate 0.21% among 340,000;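 active = inhibition above the mean over all tested compounds plus 3 SD, cut at about 21% in these data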;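 note: 0% = DMSO only wells and 100% = clavulanate BLA inhibitor control wells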
LRH-1 inv ag = inverse agonists of human LRH-1 (NR5A2); inhibition, % at 3.6 µM; O00482; hit rate 0.13% among 360,000; HEK293T StAR-luciferase reporter, LRH-1 transfected, 24 h;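 active = inhibition above the mean inhibition of all tested compounds plus 3 SD, cut at about 73% in these data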;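 note: 0% = DMSO wells and 100% = reporter-only cells lacking LRH-1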
TROY signal inh = blocks TROY-dependent signaling in reporter cells; AID 1347056; inhibition, % at 10 µM; hit rate 0.98% among 360,000; Q293 LMP1-TROYcd NF-kB luciferase reporter, 4 h;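 active = compounds whose plate-normalised and pattern-corrected inhibition of the luciferase reporter signal at the single screening dose is 50% or more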
NOD2 RIPK2 PPI = blocks binding of human NOD2 to RIPK2 | O43353 | inhibition, % at 4.98 µM | CHO BLA complementation NOD2-RIPK2, CCF4 ratio | hit rate 0.38% among 360,000; in the data active = inhibition above about 21%;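 note: 0% = vehicle only and 100% = reference blocker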
NCOA1 inh = human NCOA1 inhibition; HEK293 GAL4-SRC1 luciferase reporter, luminescence; hit rate 0.12% among 360,000; inhibition, % at 3.6 µM; AID 588354;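 active = inhibition above the campaign mean plus 3 SD, with each screening campaign given its own cutoff, cut at about 60% in these data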;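 note: 0% = DMSO treated cells and 100% = gossypol at 36 µM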
NR2F2 inh = NR2F2 (human) inhibition, primary screen. P24468. HEK293T NGFI-A luciferase reporter, luminescence. inhibition, % at 8.6 µM. hit rate 0.7% among 370,000;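 active = inhibition above a per-plate cutoff, mean inhibition of test wells between control levels plus 3 SD, cut at about 38% in these data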;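 note: cells cotransfected with COUP-TFII expression vector driving the NGFI-A reporter; 0% = median of COUP-TF2 test wells and 100% = reporter-only cells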
SRC2 inh = inhibits human steroid receptor coactivator 2 | Q15596 | HEK293 GAL4-SRC2 luciferase reporter, luminescence | inhibition, % at 9 µM | hit rate 0.17% among 370,000 | AID 651957;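 active = inhibition above the mean inhibition of all tested compounds plus 3 SD, set per campaign, cut at about 52% in these data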;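 note: 0% = DMSO treated cells and 100% = cells given Gossypol at 36 µM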
Vif imaging = inhibitors of HIV Vif; HEK293T cells, Vif self-association by quenched fluorescence, imaging, 24 h; inhibition, % at 7.49 µM; hit rate 0.35% among 340,000; in the data active = inhibition above about 50%, passing the limit was not always enough; note: some results filed as inactive read as strong as hits
C8 TRAIL sens = caspase-8 TRAIL sensitization | hit rate 1% among 360,000 | NB7+C8 cells + TRAIL, ATPlite viability luminescence | inhibition (viability loss, TRAIL sensitization), % at 10 µM;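 active = compounds causing at least 50% loss of cell viability in the single-dose screen, relative to plate controls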
NCOA3 inh = human NCOA3 inhibition. Q9Y6Q9. HEK293 GAL4-SRC3 luciferase reporter, luminescence. inhibition, % at 3.6 µM. hit rate 0.17% among 360,000;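 active = inhibition above a per-campaign cutoff, the mean of all compounds plus 3 SD, cut at about 60% in these data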;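 note: 0% = DMSO-treated cells and 100% = gossypol-treated cells at 36 µM; higher means less SRC3-driven luciferase light from the GAL4 reporter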
LMP1 NFkB inh = Epstein-Barr LMP1 NF-kappaB reporter inhibition; LMP1-induced NF-kappaB luciferase reporter cells, luminescence; inhibition, % at 12.5 µM; hit rate 0.69% among 350,000; AID 504558; in the data active = inhibition above about 41%;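 note: 0% = neutral control wells and 100% = reference inhibitor control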
Active calls of the source: *; x = no result given; & = joins results of further samples. These rows are one share of the data (hit frequency here may not be typical).

SMILES	TLR9-MyD88 inh	LRH-1 inv ag	TROY signal inh	NOD2 RIPK2 PPI	NCOA1 inh	NR2F2 inh	SRC2 inh	Vif imaging	C8 TRAIL sens	NCOA3 inh	LMP1 NFkB inh
C/C(=N\NC(=O)c1ccoc1C)c1cccnc1	4	-162	-57	0	-106	-65	-36	-2	27	-82	-5
Cc1ccc(C(=O)OCC(=O)c2ccc(S(=O)(=O)N3CCCCC3)cc2)o1	1	21	-10	2	-1	-1	9	-3	-5	-10	-8
Cc1coc2cc3oc(=O)c(CCC(=O)O)c(C)c3cc12	0	-13	-9	-15	-7	-2	12	17	-12	9	-8
COc1ccc(N(C)C2=NS(=O)(=O)c3ccccc32)cc1	-8	13	12	3	-8	9	-11	x	13	11	13
O=C(CCN1C(=O)COc2ccccc21)NCCCN1CCCC1	2	8	-24	-10	-6	-8	-10	-13	-9	18	-4
CCOC(=O)N1CCN(C(=O)c2cc3ccc(OC)cc3[nH]2)CC1	7	5	-5	-5	-14	1	-6	20	-5	-15	-2
Cc1cccc(NC(=O)NNC(=O)c2ccc3ccccc3c2O)c1	2	8	-13	9	-3	-8	4	-1	4	11	4
Cc1nn(C)cc1C(=O)Nc1cc(Oc2ccc(Cl)cc2)cc([N+](=O)[O-])c1	5	-3	-6	-9	11	x	x	-8	-8	15	-3
O=C(NC1=NCCS1)c1ccc(Cl)c(S(=O)(=O)N2CCOCC2)c1	10	-1	0	-3	-7	-18	-23	8	1	6	2
Cc1ccc(S(=O)(=O)NC(N)=NCCc2ccc(Cl)cc2)cc1	-3	4	9	-2	1	2	-33	2	6	20	0
CCN(C(=O)CN1C(=O)c2ccccc2S1(=O)=O)C1CCCCC1	-8	7	-15	3	-2	-7	14	12	0	-23	-4
CCOC(=O)N1CCC(Nc2ncnc3c2cnn3-c2ccc(C)cc2C)CC1	2	24	32	-1	31	59*	26	x	19	26	19
CCN(CC)c1ccc(/C=N/NC(=O)CNC(=O)c2ccc3c(c2)OCCO3)cc1	-4	15	-37	-8	-12	-10	-12	-5	-17	-5	-7
O=C(COC(=O)CNC(=O)c1ccc(Cl)cc1)NC1CCCCCC1	-3	16	6	-14	-11	-2	5	0	-4	17	1
COc1ccccc1N1CCN(S(=O)(=O)c2cccc(F)c2)CC1	-2	-2	4	-4	-2	-8	5	-6	8	-6	-6
Cc1ccc(S(=O)(=O)N(C)CC(=O)NCCCn2nc(C)cc2C)cc1	1	11	-14	-9	-10	7	-25	7	4	12	3
CN(Cc1ccc(F)cc1)C(=O)CN1CCN(S(=O)(=O)c2ccc3c(c2)OCCCO3)CC1	-6	1	3	-6	11	-5	-5	-1	0	-4	48*
CCOc1ccc(NC(=O)Nc2cc(C)on2)cc1	2	-50	-50	-2	-48	-35	-24	-9	4	-41	-18
Cc1cc(-c2c(C(=O)N3CCOCC3)c(C)nn2-c2cccc(C(F)(F)F)c2)no1	-13	2	3	-8	-10	3	23	6	26	-1	4
COCCn1c(SCC(=O)Nc2ccccc2OC)nnc1-c1ccco1	-4	-9	9	-1	9	-15	-1	-11	1	3	0
COc1ccc(Cl)cc1NC(=O)CN(C)CC(=O)Nc1ccccc1C(F)(F)F	0	2	0	-11	15	-2	14	0	3	25	3
CCN1CCN(c2ccc(Nc3ccnc4ccccc34)cc2)CC1	12	17	12	5	28	28	27	-3	40	38	-6
Clc1ccc2c(-c3ccccc3)nc(-c3cccs3)nc2c1	x	-18	-22	-7	x	-5	-13	x	0	x	x
O=C(O)CC1SC(N/N=C/c2ccc(Br)cc2)NC1=O (centres undefined)	1	2	-11	-10	6	6	-13	-1	-1	15	-19
COc1ccc(C2=NS(=O)(=O)N(C)C(C(=O)Nc3ccc4c(c3)OCO4)=C2)cc1OC	-7	36	14	-1	-19	14	18	-6	1	-6	0
O=C(NCCO)c1ccc2c3n(nc2c1)-c1ccccc1CO3	-6	-156	-65	8	-86	-31	-48	3	70*	-74	2
COc1ccc(S(=O)(=O)N2CCN(C)CC2)c(C)c1	-3	2	-7	-13	-21	13	-23	29	7	-23	-5
COc1cc(OC)c2c(-c3cccc(-c4ccc(C(F)(F)F)cc4)c3)cc(=O)oc2c1	3	-12	9	0	2	-2	-4	-6	17	2	22
O=C(CSc1ccc(F)cc1)NC1CCCCC1	-11	-74	-46	6	-47	-39	-35	-3	-3	-49	2
O=C(Nc1ccccc1C(=O)N1CCOCC1)c1ccc([N+](=O)[O-])cc1	-6	-4	17	0	-14	-4	-8	6	-14	16	-3
COc1ccc(NC(=O)Cc2ccc(C)c(C)c2)cc1Cl	4	-13	-23	-3	4	7	-32	8	-5	10	-1
O=C(NC1CCCC1)C(c1ccccn1)N(C(=O)c1csnn1)C1CCCC1 (centres undefined)	0	-10	-7	6	-11	3	-34	-1	6	5	5
COC(=O)N/N=C/c1cc(N=Nc2ccccc2Cl)ccc1O	8	-19	-19	1	-34	11	-3	3	12	-10	1
CCn1c(Cn2nnc(-c3ccccc3)n2)nnc1SCC(=O)N1CCOCC1	-3	2	-12	-10	10	-9	19	6	-1	15	-10
O=S(=O)(c1cccc(NC(=S)Nc2ccc(Br)cc2Cl)c1)N1CCOCC1	7	-3	7	-6	15	-3	2	19	-9	10	-7
Cc1cc(C)n(CCc2nc(-c3ccco3)cs2)n1	-3	2	-2	5	2	25	-17	-3	-8	13	7
CC1CCCC(NC(=O)COC(=O)/C=C/c2ccc([N+](=O)[O-])cc2)C1C (centres undefined)	2	7	-8	2	-2	-6	-13	-1	0	20	-4
CCOC(=O)C1CCN(C(=O)C(=O)Nc2ccc3nc4n(c(=O)c3c2)CCCCC4)CC1	3	22	11	2	4	-24	-18	-2	-3	1	3
COc1ccc(C2CC(c3ccccc3OC(C)=O)=NN2C(=O)/C=C/c2ccccc2)cc1OC (centres undefined)	-3	-12	5	-22	5	-12	-5	2	-5	7	1
CNc1ncc(C(=O)c2ccccc2)s1	-6	-35	-56	-7	-41	-19	-34	-3	-8	-59	-20
CC1CCCN(c2ncnc3c2cnn3-c2ccccc2)C1 (centres undefined)	-1	3	80*	-19	23	24	2	2	86*	15	20
N#Cc1c2n(c3c(=O)n(Cc4ccccc4Cl)cnc13)CCCC2	4	-10	-4	5	-17	-6	14	9	-2	-2	-1
NC(=O)CC(NC(=O)c1ccccc1)c1ccc(N2CCN(c3ccccc3)CC2)c([N+](=O)[O-])c1 (centres undefined)	5	13	15	5	1	0	6	-3	1	6	-4
CC(C)N1CC2(CC(c3ccccc3F)=NO2)CN1C(=O)c1ccc(C(C)(C)C)cc1 (centres undefined)	-4	-12	-19	-5	-20	-34	-69	-1	5	-18	-21
CCOc1ccc(C(Nc2ccc(C)cc2)P2(=O)OCC(C)(C)CO2)cc1 (centres undefined)	-12	0	-71	-19	3	-2	8	3	-12	6	3
Cc1cc(-n2c(C)cc(C(=O)COc3ccc(F)c(F)c3)c2C)no1	5	-23	-5	-9	-56	x	x	-2	7	-48	-6
CCCCN(c1ccccc1)c1ncnc2nc[nH]c12	3	5	-3	-12	2	x	x	13	-1	6	1
S=C(c1ccc(Br)cc1)N1CCN(Cc2ccccc2)CC1	7	0	5	0	12	0	-31	x	7	-18	6
Cc1ccc(C)c(CN2C(=O)c3ccccc3S(=O)c3ccc(C(=O)NCCCN4CCCC4)cc32)c1 (centres undefined)	2	-16	0	-3	-2	-2	-27	-2	8	-5	-5
CCOc1c(OC)cccc1C1CC(=O)Nc2cc3c(cc21)OCCO3 (centres undefined)	-4	5	13	6	-19	4	-6	-9	23	11	-1
Next section
SMILES	TLR9-MyD88 inh	LRH-1 inv ag	TROY signal inh	NOD2 RIPK2 PPI	NCOA1 inh	NR2F2 inh	SRC2 inh	Vif imaging	C8 TRAIL sens	NCOA3 inh	LMP1 NFkB inh
CCCN(CC(=O)Nc1ccccc1C)C(=O)C1CC(=O)N(c2ccccc2OCC)C1 (centres undefined)	1	30	-8	7	-1	1	11	-1	-6	19	-7
S=c1c2[nH]cnc2ncn1CCSc1ncnc2nc[nH]c12	-1	6	-2	3	-15	3	-42	5	6	6	1
Cc1cccc(-c2oc3ccccc3c2-c2ccc3c(c2)OCO3)c1	-11	-16	-9	2	6	-17	-15	-10	-7	9	-6
CC1CCc2sc(C(=O)NC(C)C3CCCO3)cc2C1 (centres undefined)	2	-97	-21	-3	-109	-19	-61	x	26	-38	-12
Clc1ccc(OCCN2CCOCC2)cc1	-5	-8	-5	-8	-3	7	19	2	6	-5	4
CCc1noc(C)c1C(=O)Nc1cc(S(=O)(=O)N2CCCCC2)ccc1N(C)C	-2	10	-7	-2	-5	14	4	-7	20	6	-3
COc1ccc(Cl)cc1NC(=O)Cn1c(NCCO)nc2ccccc21	14	19	27	0	-37	-5	7	-8	10	18	1
S=C(NCc1cccs1)Nc1ccc(Cl)cc1	6	-16	-17	-11	-18	-18	0	-4	0	-37	2
COc1ccc(-n2ncc(N(C)n3cccc3)c(Cl)c2=O)cc1	-5	-162	-6	-4	-143	-33	-71	1	35	-79	-8
COc1ccc(C(CNC(=O)c2sccc2C)N2CCOCC2)cc1 (centres undefined)	13	-25	-19	8	-9	-18	-25	-3	9	-27	-14

Exported in markdown: part of the list above.
| SMILES | TLR9-MyD88 inh | LRH-1 inv ag | TROY signal inh | NOD2 RIPK2 PPI | NCOA1 inh | NR2F2 inh | SRC2 inh | Vif imaging | C8 TRAIL sens | NCOA3 inh | LMP1 NFkB inh |
| --- | --- | --- | --- | --- | --- | --- | --- | --- | --- | --- | --- |
| Clc1ccc(OCCN2CCOCC2)cc1 | -5 | -8 | -5 | -8 | -3 | 7 | 19 | 2 | 6 | -5 | 4 |
| CCc1noc(C)c1C(=O)Nc1cc(S(=O)(=O)N2CCCCC2)ccc1N(C)C | -2 | 10 | -7 | -2 | -5 | 14 | 4 | -7 | 20 | 6 | -3 |

Continuation:
SMILES	TLR9-MyD88 inh	LRH-1 inv ag	TROY signal inh	NOD2 RIPK2 PPI	NCOA1 inh	NR2F2 inh	SRC2 inh	Vif imaging	C8 TRAIL sens	NCOA3 inh	LMP1 NFkB inh
C=CCn1c(O)c(N=NC(=O)CNC(=O)/C=C/c2ccco2)c2ccccc21	-5	-8	-11	-11	-14	17	19	3	-7	19	6
CCOC(=O)CN(C(=O)Cn1nnc2ccccc21)C(C(=O)NCCOC)c1ccccc1 (centres undefined)	2	0	-16	-6	-69	4	12	x	-6	-6	-7
O=C(Nc1cc(F)ccc1F)c1ccc2c(=O)n3c(nc2c1)CCC3	-1	-52	-40	-2	-47	-49	-39	-9	8	-62	-24
COc1cc(C(=O)N2CCN(S(=O)(=O)c3cccs3)CC2)cc(OC)c1C	2	-2	-17	-2	-18	12	-6	10	-9	4	-2
COc1ccc(C2C3=C(CC(C)(C)CC3=O)N(C)C3=C2C(=O)CC(C)(C)C3)cc1	-1	-13	11	-8	-1	2	6	3	22	20	-1
CSCC[C@H](NC(=O)Nc1cccc(C(F)(F)F)c1)C(=O)O	5	-6	5	-6	-1	5	-21	3	-4	-11	2
COc1cc(C2Oc3ccccc3C=C2[N+](=O)[O-])cc(OC)c1OC (centres undefined)	x	-19	0	2	-21	-22	-6	21	4	-9	x
COc1cccc(C(=O)N2CCOCC2)c1OC	-3	1	-24	-9	1	-8	2	7	-7	14	-4
COc1cc(NC(=O)c2csc(N)n2)cc(C(=O)Nc2cccc(C(F)(F)F)c2)c1	12&-11	24&15	-17&11	14&7	10&6	17&10	17&-83	-4&2	42&33	-15&-10	-9&0
